TbPYK inhibitor: blocks Trypanosoma brucei pyruvate kinase; AID 624173; hit rate 0.12% among 410,000; Potency, µM (series often up to 76.8 µM), for the others: at the top dose activity, negative = inhibition, usual class: inhibitors; TbPYK enzyme, Kinase-Glo Plus ATP luminescence, 45 min; further: potency means the concentration at half of the fitted maximal effect; nearly all actives have a fitted effect of over 50% in size
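Luminescence from Kinase-Glo Plus, added after a 45-minute room-temperature reaction, served as the end-point read-out. The enzyme and substrate were preincubated with compound before ADP (130 uM final) initiated turnover. Concentration-effect curves came from normalized qHTS data.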
LmPK inh: blocks Leishmania mexicana pyruvate kinase activity; hit rate 0.37% among 290,000; Potency, µM (top dose mostly 57.5 µM), for inactives: at the top dose activity change, negative = inhibition, actives largely listed as inhibitors; Q27686; purified LmPK, Kinase-Glo ATP luminescence, 1 h; further: potency means the concentration at half of the fitted maximal effect
Target sequence (Q27686 whole entry, looked up): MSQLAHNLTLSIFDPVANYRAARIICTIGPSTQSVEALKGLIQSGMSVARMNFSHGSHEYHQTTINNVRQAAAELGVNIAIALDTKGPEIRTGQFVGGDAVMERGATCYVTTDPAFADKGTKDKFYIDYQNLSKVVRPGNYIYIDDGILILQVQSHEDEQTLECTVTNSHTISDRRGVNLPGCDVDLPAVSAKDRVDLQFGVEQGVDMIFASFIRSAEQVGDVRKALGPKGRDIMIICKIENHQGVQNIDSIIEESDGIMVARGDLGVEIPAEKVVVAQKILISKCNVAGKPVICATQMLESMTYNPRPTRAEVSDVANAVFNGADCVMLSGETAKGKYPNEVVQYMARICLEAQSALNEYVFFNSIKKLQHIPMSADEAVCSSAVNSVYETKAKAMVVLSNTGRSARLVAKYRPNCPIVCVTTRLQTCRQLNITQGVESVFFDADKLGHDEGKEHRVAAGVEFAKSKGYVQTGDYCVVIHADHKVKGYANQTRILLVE
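Kinase-Glo luminescence read after 1 h RT reaction of 0.1 nM LmPK with 0.5 mM PEP and 0.1 mM ADP. Activity scaled between uninhibited and enzyme-free controls.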
AmpC inh detg: blocks E. coli AmpC beta-lactamase in detergent assay. AmpC hydrolysis of nitrocefin, absorbance 480 nm, 0.01% Triton. Potency, µM (titrated, usually from 114 µM), without a hit: at the top dose activity change, negative = inhibition, actives largely listed as inhibitors. hit rate 0.041% among 370,000. AID 485294;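 further: potency means the concentration at half of the fitted maximal effect; 0% = no-compound wells and -100% = no-enzyme wells; nearly all actives have a fitted effect of over 25% in size; some results filed as inactive show a strong effect at the top dose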
Target sequence (P00811 whole entry, looked up): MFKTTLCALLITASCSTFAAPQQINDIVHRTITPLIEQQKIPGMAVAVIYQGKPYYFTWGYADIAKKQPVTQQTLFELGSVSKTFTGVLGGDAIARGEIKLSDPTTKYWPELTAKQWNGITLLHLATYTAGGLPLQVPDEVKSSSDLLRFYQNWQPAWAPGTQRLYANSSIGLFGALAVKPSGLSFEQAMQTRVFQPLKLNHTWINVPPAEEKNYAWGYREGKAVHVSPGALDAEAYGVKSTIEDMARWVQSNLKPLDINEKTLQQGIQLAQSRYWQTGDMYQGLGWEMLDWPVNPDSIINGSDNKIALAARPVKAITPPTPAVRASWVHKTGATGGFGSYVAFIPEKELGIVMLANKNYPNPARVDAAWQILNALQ
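20 mM phosphate pH 7.0 + 0.01% (detergent screen) or 0.0001% Triton X-100; 5.3 nM AmpC reagent; cpd preinc 15 min RT; nitrocefin (800 uM stock) to start; A480 q20 s × 4 min; Activity was normalised to no-enzyme and no-compound control wells.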
HCMV antiviral: blocks human cytomegalovirus replication; HFF cells, HCMV-luciferase reporter, 72 h; stronger effect = lower value; activity change, negative = inhibition, % at 57.5 µM; hit rate 4.5% among 410,000; in the data active means activity change below about -60%; inconclusive means no clear call, values can overlap the other calls; inactive means above about -39%
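Cell-based, HFFs, 1000 cells/well, 16 h 37C; cpds in DMSO + HCMV-luc, MOI 1 PFU/cell; 72 h 37C; OneGlo luminescence after 5 min RT; norm. to buffer vs Salinomycin 10uM.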
AMA1 RON2 block: inhibitors of Plasmodium falciparum AMA1-RON2 interaction | AlphaScreen AMA1-biotinylated RON2 peptide binding | Potency, µM (doses to about 58.2 µM), without a hit: at the top dose activity change, negative = inhibition, hits mostly inhibitors | hit rate 0.2% among 360,000 | AID 720542;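 further: potency means the concentration at half of the fitted maximal effect; 0% = vehicle wells and -100% = peptide control; nearly all actives have a fitted effect of over 45% in size; some results filed as inactive show a strong effect at the top dose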
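AMA1 (3D7) with his tag at 25 nM final met compounds first, then biotinylated RON2 peptide at 25 nM; detection used donor plus acceptor beads, 10 µg/mL apiece, read by AlphaScreen after 30 min at room temperature.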
Sm TGR inh: S. mansoni TGR enzyme inhibition. Q962Y6. purified TGR, DTNB reduction, TNB absorbance 405 nm. Potency, µM (highest dose often 114 µM), for the others: at the top dose activity change, negative = inhibition, usual class: inhibitors. hit rate 3% among 360,000. AID 485364; further: potency means the concentration at half of the fitted maximal effect; nearly all actives have a fitted effect of over 60% in size
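TGR 20 nM + NADPH 100 uM (dispensed conc.), cpd preinc 15 min RT; start with NADPH (500 uM addition) then DTNB (15 mM addition). Kinetic TNB absorbance, 405 nm filter. Four-parameter Hill fit across titration.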
AmpC no deterg: blocks E. coli AmpC beta-lactamase in detergent-free assay; P00811; AmpC nitrocefin hydrolysis, absorbance 480 nm, 0.0001% Triton; Potency, µM (titrated, usually from 57.1 µM), without a hit: top-dose activity change, negative = inhibition, usual class: inhibitors; hit rate 0.52% among 330,000;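 further: potency means the concentration at half of the fitted maximal effect; plate controls were no compound for no effect and no enzyme for full effect; nearly all actives have a fitted effect of over 20% in size; some results filed as inactive show a strong effect at the top dose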
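AmpC (5.3 nM in the dispensed reagent) in 20 mM phosphate pH 7.0 with 0.01% (detergent screen) or 0.0001% Triton X-100 was preincubated with compounds for 15 min at room temperature. Nitrocefin was then added from an 800 uM solution, and hydrolysis was followed at 480 nm.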
Active calls of the source: *; u = inconclusive; x = not tested or not shown; & = joins results of further samples; [ ] = another dose, or the depositor's remark. Unless noted, the call rests on the fitted dose curve; in most records, active means well fitted curve in the direction sought with a large enough effect; inconclusive means small, poorly fitted or top-dose-only effect, or another doubt; inactive means no such curve, though single readings can be large; an effect the other way counts as inactive or inconclusive. Unless noted, on the % scale 0 is the no-effect control and ±100 the full control effect. Rows were taken by chance; overall some 7.4% were active at least once.

SMILES | TbPYK inhibitor | LmPK inh | AmpC inh detg | HCMV antiviral | AMA1 RON2 block | Sm TGR inh | AmpC no deterg
CCC(=O)Nc1nonc1-c1nc2ccccc2n1Cc1cccc2ccccc12 | -12% | 0% | u | -104* | -13% | -3% | -29%
S=C(NCCCN1CCOCC1)N1CCN(c2nc(-c3ccccc3)cs2)CC1 | -19% | 2% | 0% | u | -17% | 5% | 243%[activator]
O=C(Nc1cccc(F)c1)C1CCN(c2nc3ccccc3nc2C(F)(F)F)CC1 | 0% | x | 6% | -5 | x | 12% | x
CC(C)OC(=O)CSc1nnnn1-c1ccc2c(c1)OCCO2 | 1% | -4% | -6% | 1 | 1% | -4% | -15%
CC1=C(C(=O)N2CCOCC2)CC(CC(=O)NCc2cccc3ccccc23)C(=O)N1Cc1ccc(C(C)(C)C)cc1 (stereo not given) | -5% | x | x | 3 | -22% | x | x
COc1ccc(-c2nn(C)c(=O)c3ccccc23)cc1NC(=O)COc1ccc(C)cc1 | 6% | 0% | u | u | 0% | 9% | -28%
Cc1ccc(C)c(NC(=O)Cn2c(=O)ccc3cc(S(=O)(=O)N4CCCC4)ccc32)c1 | -5% | x | -3% | -4 | x | 8% | x
c1ccc(Sc2ccccc2CN2CCCC2)cc1 | -1% | x | x | 7 | 5% | x | x
Cc1nc([N+](=O)[O-])nn1C12CC3CC(CC(Br)(C3)C1)C2 | u | 4% | -2% | 1 | 0% | 2% | -3%
CCOC(=O)Cn1c(=O)oc2cc(S(=O)(=O)NCCc3ccc(OCC)c(OCC)c3)ccc21 | 1% | 5% | -6% | 13 | -5% | -24% | 28%
CC(=O)Nc1ccccc1C(=O)N1CC2(C)CC1CC(C)(C)C2 (stereo not given) | 1% | -9% | u | 6 | 14% | 10% | -2%
Cc1cc(C)c(S(=O)(=O)c2ccccc2)c(OC(=O)c2c(Cl)cccc2Cl)n1 | 1% | 3% | 2% | -16 | -5% | -21% | -12%
C/C(N)=C(/C#N)C(=O)CSc1nnc(COc2cc(C)ccc2C)o1 | 0% | 0% | -3% | 3 | 12% | -20% | 1%
Cc1cc(C)cc(NC(=O)C2(c3cccs3)CCOCC2)c1 | 2%&2% | -1% | 0%&-10% | -6&38 | 6% | 8%&-3% | -16%
NC(=O)c1ccccc1NC(=O)Cc1cccs1 | -8% | -10% | -12% | -28 | 10% | -4% | -22%
COc1cccc(CSc2nc3n(n2)C(CC(C)C)C(C(=O)Nc2ccccc2C)=C(C)N3)c1 (stereo not given) | 1% | x | -1% | -1 | x | 4% | x
O=C(O)c1ccccc1C(=O)c1cccc2c(Br)cccc12 | -3% | x | x | 0 | -2% | x | x
COc1ccc(-c2cc3c(=O)n(CC(=O)NCc4cccnc4)ncn3n2)cc1 | 2% | -5% | -10% | 197 | 33%[activator] | 1% | -12%
Cc1ccc(O)c(NC(=O)c2cc(-c3ccc4c(c3)OCO4)on2)c1 | 2% | x | 25% | 49 | x | 7% | x
COc1ccc(-c2ccc3c(c2)CN(CC(C)C)Cc2cnnn2-3)cc1 | 5% | x | x | -18 | -20% | x | x
Cc1ccc(C)n1Cc1ccccc1Cl | 0% | 0% | -8% | -12 | -11% | u | 1%[2.29 µM]
CCC(C)(C)NC(=O)C1CCN(S(=O)(=O)c2c(C)noc2/C=C/c2ccc(C)cc2)CC1 | -3% | x | 20% | -3 | x | -2% | x
COc1ccc(C(=O)Nc2ccc(S(=O)(=O)Nc3onc(C)c3C)cc2)cc1 | 4% | 0% | u | 38 | 11% | 2% | -15%
COc1ccc2oc(C(=O)OCC(=O)Nc3ccc(NC(C)=O)cc3)c(C)c2c1 | 3% | x | u | 29 | -2% | 6% | -20%
COc1ccc(NC(=O)Cc2c(Cl)cccc2Cl)cn1 | 5% | -8% | -3% | -10 | 3% | 3% | -17%

Three entries drawn at random from the list so far, as already listed:
SMILES | TbPYK inhibitor | LmPK inh | AmpC inh detg | HCMV antiviral | AMA1 RON2 block | Sm TGR inh | AmpC no deterg
O=C(Nc1cccc(F)c1)C1CCN(c2nc3ccccc3nc2C(F)(F)F)CC1 | 0% | x | 6% | -5 | x | 12% | x
CC(C)OC(=O)CSc1nnnn1-c1ccc2c(c1)OCCO2 | 1% | -4% | -6% | 1 | 1% | -4% | -15%
Cc1ccc(C)n1Cc1ccccc1Cl | 0% | 0% | -8% | -12 | -11% | u | 1%[2.29 µM]

Copied from the list.
Cc1ccc(O)c(NC(=O)c2cc(-c3ccc4c(c3)OCO4)on2)c1 @ Sm TGR inh: 7%
CC(=O)Nc1ccccc1C(=O)N1CC2(C)CC1CC(C)(C)C2 (stereo not given) @ HCMV antiviral: 6
c1ccc(Sc2ccccc2CN2CCCC2)cc1 @ HCMV antiviral: 7
CCOC(=O)Cn1c(=O)oc2cc(S(=O)(=O)NCCc3ccc(OCC)c(OCC)c3)ccc21 @ AmpC inh detg: -6%
NC(=O)c1ccccc1NC(=O)Cc1cccs1 @ Sm TGR inh: -4%
CC1=C(C(=O)N2CCOCC2)CC(CC(=O)NCc2cccc3ccccc23)C(=O)N1Cc1ccc(C(C)(C)C)cc1 (stereo not given) @ AMA1 RON2 block: -22%
Cc1cc(C)c(S(=O)(=O)c2ccccc2)c(OC(=O)c2c(Cl)cccc2Cl)n1 @ AMA1 RON2 block: -5%

(list continues)
SMILES | TbPYK inhibitor | LmPK inh | AmpC inh detg | HCMV antiviral | AMA1 RON2 block | Sm TGR inh | AmpC no deterg
COc1ccc(N2CCN(C(=O)CN=C3NS(=O)(=O)C(c4ccc(C)cc4)=C3C)CC2)cc1 | -8% | 5% | u | -61* | -21% | -1% | 19%
CCCCn1nc(NC(=O)COC)c2cc3ccc(C)cc3nc21 | -3% | 1% | -1% | x | 45%[activator] | 1% | 17%
O=S(=O)(c1cccc2ccccc12)N1CCC2CC1c1cc(-c3ccc(F)cc3)ccc12 (stereo not given) | -11% | x | x | -27 | 21% | x | x
CC1CN(C(=O)COC(=O)c2ccc(Cl)c(N)c2)CC(C)O1 (stereo not given) | -3% | -3% | 3% | 10 | -8% | 5% | -4%
CC(C(=O)N1c2ccc(F)cc2CCC1C)N1C(=O)c2ccccc2C1=O (stereo not given) | 2% | 3% | 6% | -19 | -14% | -3% | 24%
NC(=O)C1CCN(C(=O)CSc2ccsc2[N+](=O)[O-])CC1 | -4% | 0% | -10% | -26 | -8% | -20% | -19%
O=C(CN1C(=O)c2ccccc2C1=O)Nc1nccs1 | 0% | 0% | -6% | 14 | 22% | -2% | -8%
COc1ccc(C(=O)C2CCCN(Cc3ccon3)C2)c(OC)c1 (stereo not given) | 5% | -3% | 3% | -1 | 12% | 5% | -22%
Cc1ccc(CCN2CC(C(=O)NCc3cccnc3)CC2=O)cc1 (stereo not given) | 0% | x | x | 92 | -1% | x | x
CCOC(=O)c1ccc(NC(=S)N2CCCC2)cc1 | -6% | 4% | 7% | -13 | 7% | 21% | 13%
CCOc1ccc(CCNC(=O)CCCn2c(=O)c3cccn3c3cccnc32)cc1OCC | 6%&-13% | 0% | -11%&26% | 6&-17 | 9% | -5%&8% | -16%
Cc1cc(CNC(=O)C(C)n2cc([N+](=O)[O-])cn2)c2ccccc2n1 (stereo not given) | -2% | 8% | 3% | 44 | 54%[activator] | 6% | -7%
COc1ccc(C(=O)NC(=S)NCc2ccc(-c3nc4ccccc4o3)cc2)cc1OC | 1% | 0% | 3% | -39 | -11% | -3% | -6%
CC(C)CC(=O)Nc1c2c(nn1-c1ccc([N+](=O)[O-])cc1)CS(=O)(=O)C2 | -7% | 1% | -26% | 12 | -8% | 7% | -21%
OC(COc1cccc2ccccc12)CN1CCN(c2ccccc2Cl)CC1 (stereo not given) | 5% | 6% | 0% | -38 | -6% | 17% | 16%
CN1CCN(c2ccc(S(=O)(=O)N3CCCCC3)cc2NC(=O)c2ccc(C#N)cc2)CC1 | -7% | -1% | -1% | -4 | 4% | -13% | 64%[activator]
CC(CN1CCCC1)OC(=O)c1ccccc1Cl (stereo not given) | 2% | -5% | -3% | 42 | 5% | -12% | -50%
O=C(CC1C(=O)NCCN1CCCc1ccccc1)NCCc1ccccc1F (stereo not given) | -18% | 1% | 6% | -32 | 17% | u | 50%
COc1ccc2c(c1)C(=O)CC(c1ccc(OC)c(OC)c1)O2 (stereo not given) | 5% | 5% | -10% | -16 | 4% | 12% | -14%
CCc1c(C)sc(NC(=O)OC)c1C(N)=O | -3% | -3% | -6% | 4 | 28% | -31% | -2%
CC(C)(C)Cc1nnc(NS(C)(=O)=O)s1 | -13% | x | x | 1 | 0% | x | x
Cc1ccc(Cn2c(=N)c(S(=O)(=O)c3ccc(C)cc3)cc3c(=O)n4ccccc4nc32)cc1 | 4% | -10% | -10% | -5 | 34%[activator] | -2% | -21%
CCN1C(=O)CC(Sc2ccccc2N)C1=O (stereo not given) | -10% | 1% | 4% | -1 | 24% | -20% | -9%
CCc1cc2c(=O)c(-c3nc4ccccc4[nH]3)coc2c(CN2CCCCC2C)c1O (stereo not given) | 5% | 0% | -1% | -23 | 107%[activator] | -7% | 50%
COc1ccc(-n2c(SCC(=O)N3CCCC3)nc3ccccc3c2=O)cc1 | x | -5% | -1% | x | x | -1%[57.1 µM] | -6%
More structures follow.
SMILES | TbPYK inhibitor | LmPK inh | AmpC inh detg | HCMV antiviral | AMA1 RON2 block | Sm TGR inh | AmpC no deterg
COc1ccccc1CNS(=O)(=O)c1ccc(C)cc1 | 1% | 1% | 1% | -4 | 0% | 0% | -27%
CCN(C(=O)CSc1nc2n[nH]c(C)c2c(=N)n1-c1ccc(Cl)c(C)c1)c1cccc(C)c1 | -1% | 2% | -13% | 0 | 2% | -14% | -3%
Cc1cc(C(=O)COC(=O)c2ccccc2NCCO)c(C)n1CC1CCCO1 (stereo not given) | 3% | -9% | 5% | -30 | 3% | -20% | 136%[activator]
CCN(c1ccc(NC(=O)CCNC(=O)c2ccco2)cc1)C(C)C | -4% | 0% | 0% | -6 | -6% | 1% | -21%
CCn1c2ccccc2c2nc3cc(C(=O)O)ccc3nc21 | -17% | 3% | 2% | 35 | 4% | x | -9%
Cc1nc2sc(C(c3cccs3)N3CCC(C(N)=O)CC3)c(O)n2n1 (stereo not given) | -14% | -3% | u | -18 | 8% | -10% | -2%
